Screening data as filed in PubChem BioAssay.
NOD2 inhibition – NOD2 signaling inhibitors, cell-based, luminescence, uHTS, HEK293 (AID 1566); HEK293 NOD2/NF-kB luciferase reporter, luminescence; higher % means a stronger effect; one-dose inhibition, % at 4 µM; EC50 in µM for titrated hits; 0.63% of 290,000 active; further: many of its hits are not listed in these tables
KOR beta-arrestin-1 – KOR agonists, beta-arrestin recruitment, primary screen, cell-based, luminescence, uHTS (AID 1777); KOR beta-arrestin recruitment, luminescence; higher % means a stronger effect; activation, % at 10 µM; hits with a dose series show EC50 in µM; 0.02% of 280,000 active; in the data active means activation above about 50%, passing the limit was not always enough; further: a part of the inactive calls stands beside numbers as strong as those of hits
TNAP activation fold – human TNAP enzyme activators, primary screen, biochemical, luminescent, no phosphate acceptor, uHTS (AID 1001); purified TNAP, luminescent activation assay, no phosphate acceptor; higher activation fold means a stronger effect; activation fold at 20 µM; hits with a dose series show EC50 in µM; 0.03% of 200,000 active; in the data active means activation fold from about 3, or a potency from the dose series; inactive means the rest, 99 in 100 with activation fold below about 1.6; further: many of its hits are not listed in these tables
CSM14.1 death rescue – rescue of cells from ER stress-induced death, primary screen, 384-well, CSM14.1, thapsigargin, ATP luminescence (AID 1222) | CSM14.1 thapsigargin-induced death rescue, ATP luminescence; higher % means a stronger effect | cellular ATP content (survival), % at 20 µM, or EC50 in µM where a hit was titrated | 190,000 tested, under 10 active;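 active means EC50 below 50 µM in the dose-response confirmation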;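 further: death triggered by thapsigargin at about 15 µM added after 2 h compound pretreatment; cell ATP read after overnight thapsigargin exposure of roughly 18 to 22 hours; normalized against plate controls of thapsigargin alone and 5% DMSO vehicle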
NTR1 agonist – agonists of NTR1, primary screen, imaging, U2OS cells, beta-arrestin-GFP, high content (AID 493036) | P30989 | NTR1-U2OS beta-arrestin-GFP spot imaging, agonist mode | activation, % at 20 µM | 0.17% of 330,000 active;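 active means activation at or above 40% of the spot to cytoplasm intensity ratio, with at least 20 cells analyzed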;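 further: 0% = DMSO without peptide and 100% = 100 nM NTR1 peptide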
Target sequence (P30989 whole entry, looked up): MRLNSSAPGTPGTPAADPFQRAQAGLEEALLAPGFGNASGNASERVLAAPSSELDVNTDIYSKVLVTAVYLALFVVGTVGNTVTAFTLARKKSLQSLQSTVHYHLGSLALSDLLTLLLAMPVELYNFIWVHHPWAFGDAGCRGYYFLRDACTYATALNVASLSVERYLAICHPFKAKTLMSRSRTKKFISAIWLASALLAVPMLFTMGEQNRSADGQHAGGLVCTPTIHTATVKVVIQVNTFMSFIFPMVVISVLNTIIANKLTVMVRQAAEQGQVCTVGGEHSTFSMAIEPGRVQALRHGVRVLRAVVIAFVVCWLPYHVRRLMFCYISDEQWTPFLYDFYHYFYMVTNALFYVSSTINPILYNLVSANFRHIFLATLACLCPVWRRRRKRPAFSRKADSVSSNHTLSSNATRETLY
GPR55 beta-arrestin – selective activators of receptor GPR55 – imaging, U2OS cells, beta-arrestin-GFP redistribution, primary screen (AID 1961); U2OS GPR55 beta-arrestin-GFP redistribution imaging; higher % means a stronger effect; 0.048% of 290,000 active; activation, % at 10 µM; hits with a dose series show EC50 in µM;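 active means activation above 40% with more than 50 cells counted in the well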;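 further: U2OS osteosarcoma cells stably expressing GPR55 and beta-arrestin-GFP; plate controls were DMSO negative control for no effect and LPI positive control for full effect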
Yfh1-depleted yeast – enhancers of respiration in Yfh1-depleted yeast, dose response, Friedreich's ataxia, plus single-dose screen (AID 1465); S. cerevisiae Yfh1-off respiration, WST-1 reduction, 72 h; higher fold induction means a stronger effect; 0.074% of 220,000 active; fold induction at 50 µM; hits with a dose series show EC50 in µM;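 active means fold induction of absorbance versus untreated yeast above a set limit, then at least 30% activation at any dose in follow-up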;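 further: activators that raise dye reduction in frataxin-depleted yeast; strong numbers were not always called active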
KOR beta-arrestin-2 – kappa opioid receptor blockers – cell-based, luminescence, uHTS (AID 1778); KOR beta-arrestin recruitment, luminescence, antagonist mode; higher % means a stronger effect; one-dose inhibition, % at 10 µM; IC50 in µM for titrated hits; 0.091% of 290,000 active; further: strong numbers were not always called active
NOD1 inhibition – inhibition of NOD1-driven NF-kB reporter – cell-based, luminescence, uHTS, primary screen (AID 1578); NOD1-driven NF-kB luciferase reporter cells, luminescence; higher % means a stronger effect; inhibition, % at 4 µM, or EC50 in µM where a hit was titrated; 1% of 290,000 active; in the data active means inhibition mostly above about 36%, no sharp cut-off; inactive means mostly below about 34%;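 further: HEK-293T reporter cells stimulated with the NOD1 agonist gamma-tri-DAP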
NTR1 agonist cell count 20 µM – also measured in NTR1 agonist; calls as there; cell count; measured here: cell count, cytotoxicity flag
Numbers without * were called inactive; i = inactive; . = not tested or not shown; [ ] = remark or other dose. Unless noted, no stated cut-off is given here; in the data, active means inhibition above about 50%; inactive means the rest. An excerpt; count on the stated rates, not on these rows.

SMILES | NOD2 inhibition | KOR beta-arrestin-1 | TNAP activation fold | CSM14.1 death rescue | NTR1 agonist | NTR1 agonist cell count 20 µM | GPR55 beta-arrestin | Yfh1-depleted yeast | KOR beta-arrestin-2 | NOD1 inhibition
COC(=O)C1=CN(Cc2ccc(OC)c(OC)c2)C=C(C(=O)OC)C1c1cccc(OC)c1OC | -27.7% | 1.0% | . | . | -0.3 | 97 | 0.4% | . | 8.4% | -8.5%
CN(C)c1ccc(/C=N/O)cc1 | -4.4% | 0.7% | 1 | 0.2% | -2.0 | 71 | 0.2% | i | -12.0% | -13.3%
C=CCn1c(NC(=O)c2ccccc2)nc2ccccc21 | 3.0% | 8.1% | . | . | 1.7 | 48 | -0.2% | . | -46.1% | 41.6%
O=C(CSc1nc2ncc(Cl)cc2[nH]1)NCCc1ccc(F)cc1 | -5.3% | 6.7% | 0.9 | -1.5% | 0.6 | 43 | 0.3% | i | -36.6% | -6.5%
COc1cc(-c2nc3n(n2)C(c2ccc(F)cc2)C2=C(CCCC2=O)N3)cc(OC)c1OC (configuration not stated) | -2.8% | 2.7% | 1.1 | 0.4% | 2.0 | 98 | -0.2% | i | 9.9% | -37.6%
Cc1ccc(/C=N/NC(=O)c2cccc3ccccc23)o1 | -5.3% | -0.8% | . | . | 0.3 | 47 | 0.3% | . | -7.3% | -25.9%
CN(CCOc1cccc2ccccc12)Cc1ccccc1 | -6.5% | 3.5% | . | . | 2.6 | 59 | 0.3% | . | -7.6% | -18.1%
c1nc(NCC2(N3CCOCC3)CCCCC2)c2ccsc2n1 | 8.6% | -4.3% | 1.1 | 2.3% | -1.7 | 77 | 0.2% | i | -2.7% | -22.6%
Cc1cccc(-n2c(SCc3cc(=O)n4ccsc4n3)nc3ccccc32)c1 | -1.0% | -1.3% | 1.1 | 6.7% | 3.3 | 88 | 0.4% | . | 13.4% | -25.4%
CCCCCCCCc1c(O)nc(-n2[nH]c(C)c(CCO)c2=O)[nH]c1=O | 3.6% | -3.2% | 2.4 | -0.7% | 0.0 | 53 | 0.2% | i | -39.0% | -28.2%
Nc1nc(CSc2ccccc2)nc(N2CCCCC2)n1 | -59.8% | -2.3% | 1.1 | 3.3% | -0.8 | 82 | 1.7% | i | -6.1% | -21.3%
O=S(=O)(/N=C(/c1ccccc1)N1CCCCC1)c1ccccc1 | -7.8% | 14.9% | 1.1 | 0.5% | 2.2 | 63 | -0.3% | i | -8.1% | -17.3%
CCN1CCN(C(C)C(=O)NC2CCCCC2)CC1 (configuration not stated) | 2.8% | 7.3% | . | . | 3.7 | 52 | 0.0% | i | 15.6% | -10.6%
NS(=O)(=O)c1ccc(CCNC(=O)C2CCCCC2)cc1 | -0.7% | 3.5% | 1.1 | 0.7% | 0.7 | 77 | 0.0% | i | -19.7% | -3.4%
COc1ccc(CNC[C@@H](CCCCN(C)Cc2ccc(OC)cc2)N2C[C@H](c3ccccc3)N(CCc3ccc(Cl)c(Cl)c3)C(=O)C2=O)cc1 | -9.5% | -0.6% | 1.4 | -5.1% | 22.1 | 7 | 0.7% | i | -90.5% | -26.8%
CC1CC(C)CN(CC(=O)N2CCCc3c2c(=O)oc2ccc(OCc4ccccc4)cc32)C1 (configuration not stated) | 11.7% | 3.0% | 1.2 | 0.5% | 12.3 | 39 | -0.1% | i | -17.0% | 1.8%
COc1ccc(CC(=O)N2CCN(c3ccccc3F)CC2)cc1OC | 35.8% | -3.3% | . | . | -0.9 | 61 | 1.8% | . | -52.2%[20 µM] | -7.7%
CCNC(=O)COc1ccc(-c2ccccc2)cc1 | -38.5% | -0.2% | 1.1 | -1.0% | -2.6 | 83 | 0.3% | i | -1.3% | -47.8%
COc1ccc(-c2[nH]c(-c3ccc(F)cc3)nc2SCC(=O)NCc2ccco2)cc1OC | 5.8% | -5.2% | 1.1 | -0.7% | 7.5 | 67 | -0.2% | i | 15.2% | -12.7%
COc1ccccc1NC(=O)Nc1ccc2c(c1)nnn2C | -32.4% | 11.3% | 1 | -7.5% | 0.9 | 35 | -0.1% | i | 17.0% | -16.2%
O=C(/C=C/c1ccccc1Cl)NCc1ccccc1 | 5.1% | 6.3% | 1.1 | 0.3% | 0.6 | 51 | 0.0% | i | 22.8% | -6.1%
Cc1nnc(SCC(=O)Nc2ccccc2)n1CCc1ccccc1 | 6.0% | 1.4% | 1.2 | -1.3% | 0.5 | 70 | -0.1% | i | -20.3% | -3.9%
CCCOc1ccc(NC(=O)CC2C(=O)N(CC)C(=S)N2CCCN2CCN(Cc3ccccc3)CC2)cc1 (configuration not stated) | 8.2% | -2.7% | 1.1 | 1.5% | 18.7 | 63 | 2.0% | i | 12.5% | -26.7%
COc1ccccc1-c1cc(C2CC2)nc(N)c1C#N | 1.7% | -2.0% | 1.1 | -0.3% | -0.4 | 69 | -0.2% | i | 30.6% | -0.7%
CC1CCC2C(=O)N(c3cccc(C(=O)Nc4ccc(F)cc4)c3)C(=O)C2C1 (configuration not stated) | -11.7% | 4.6% | . | . | 1.9 | 64 | 0.5% | . | 7.4% | -33.5%
SMILES | NOD2 inhibition | KOR beta-arrestin-1 | TNAP activation fold | CSM14.1 death rescue | NTR1 agonist | NTR1 agonist cell count 20 µM | GPR55 beta-arrestin | Yfh1-depleted yeast | KOR beta-arrestin-2 | NOD1 inhibition
O=C(N/N=C/c1ccc(OC(=O)c2cccs2)cc1)c1ccc(F)cc1 | -0.9% | -2.9% | 0.9 | -1.3% | -0.1 | 94 | 0.1% | i | 17.9% | -16.3%
c1ccc(-n2nnc3c(N4CCOCC4)ncnc32)cc1 | 0.7% | -5.4% | 1.1 | -5.7% | 1.4 | 86 | -0.1% | i | 9.8% | 28.1%
O=C(O)C1Nc2ccc(Br)cc2C2C=CCC12 (configuration not stated) | 7.1% | -4.8% | . | . | -0.3 | 49 | -0.2% | . | -2.2% | -18.6%
Cc1ccn(CCC(=O)N2CCCC(CCC(=O)N3CCN(c4ccccn4)CC3)C2)n1 (configuration not stated) | 10.6% | -0.1% | 1.1 | 2.0% | -0.7 | 80 | -0.1% | i | -18.5% | -15.1%
Nc1ccc(C(=O)Nc2ccc(OC(F)(F)C(F)F)c(NC(=O)c3ccc(N)cc3)c2)cc1 | 3.1% | -3.0% | 1.1 | 6.0% | -2.1 | 67 | 0.4% | i | -11.8% | -25.5%
Fc1ccc(/C=N/Nc2nn[nH]n2)cc1 | 4.0% | 1.5% | 1.1 | -1.6% | -0.5 | 46 | -0.6% | i | -9.0% | -33.2%
c1ccc(-c2nnsc2-c2ncc[nH]2)cc1 | 9.0% | 1.1% | 1 | -2.0% | -1.8 | 66 | -0.3% | i | -12.2% | -15.1%
COC(=O)CSc1nnc(-c2cccnc2)n1-c1cc(OC)cc(OC)c1 | -16.8% | 6.1% | 1.1 | -1.1% | 1.3 | 58 | 0.5% | i | -21.2% | -39.5%
Cn1nnnc1SCC(=O)Nc1cc(C(F)(F)F)ccc1N1CCOCC1 | 16.5% | -10.5% | 1.1 | 0.5% | 3.0 | 87 | 0.0% | i | 8.4% | -17.4%
Cc1cc(C)c2nc(N3CCC(C(=O)N4CCCC4)CC3)sc2c1 | -4.7% | -3.6% | 1.1 | 1.5% | -0.8 | 57 | -0.1% | i | 18.3% | -26.9%
CCCOc1ccc(C(=O)NCCC(=O)NCCCC(=O)OCC)cc1 | -0.7% | 1.8% | 1.1 | 3.2% | 2.0 | 46 | -0.2% | i | -67.0% | 17.4%
CCCCN1C(=S)NC[C@@H]1c1ccccc1 | 21.5% | 1.2% | 1.1 | 0.0% | -2.2 | 84 | 0.6% | i | -16.7% | -13.1%
CC/C(=N\Nc1nncc2ccccc12)c1ccc(F)cc1 | -19.4% | -1.5% | . | . | 1.8 | 61 | 0.3% | . | -26.6% | -33.7%
CC(=O)NCC(=O)N1CCCC(C(=O)c2ccc(-c3ccccc3)c(F)c2)C1 (configuration not stated) | 2.7% | -5.2% | 1.1 | 0.3% | 1.1 | 59 | -0.2% | i | -30.6% | -23.3%
CC(=O)Nc1ccc2c(c1)C(=O)N(c1ccc(C)cc1)C2=O | 2.6% | -2.4% | 1.2 | -1.3% | -1.2 | 57 | 0.4% | i | 1.2% | 7.3%
NC(=O)c1sc2nc3c(c(-c4cccs4)c2c1N)CCCC3 | 13.1% | 2.3% | 1.1 | -2.6% | . | . | -0.2% | i | -18.5% | -13.2%
CC(=O)NCCNC(=O)c1ccc(NC2=NC3CS(=O)(=O)CC3S2)cc1 (configuration not stated) | 5.3% | 0.1% | . | . | 1.6 | 71 | -0.1% | i | -9.0% | -12.1%
COc1ccc(N2CCN(C(=O)c3cc4c(s3)-c3ccccc3S(=O)(=O)C4)CC2)cc1 | 10.5% | 2.4% | . | . | 3.5 | 61 | 0.0% | i | 15.8% | 4.9%
CCCCN=CC1=C(O)CC(c2ccccc2)CC1=O (configuration not stated) | 1.8% | -4.1% | 1 | -1.0% | -0.7 | 54 | -0.1% | i | -16.7%[20 µM] | -28.5%
C/C(=N/NC(=O)c1sc(NS(=O)(=O)c2ccccc2)nc1C)c1sc(N)nc1C | 22.3% | -4.4% | . | . | 0.3 | 79 | -0.3% | . | 10.2% | 8.3%
Cc1ccc(NC(=O)c2c(C)nc3sc(C(=O)NC4CCCC4)c(N)c3c2-c2ccco2)c(C)c1 | 8.7% | -4.8% | 1.1 | -0.5% | 11.6 | 33 | 0.1% | i | 24.8% | -35.2%
COCCNC(=O)COc1ccccc1C | 11.8% | 12.1% | 1.1 | -1.3% | -0.3 | 60 | -0.1% | i | -72.4% | 0.9%
Cc1cccc(/C(N)=N/OC(=O)c2ccco2)c1 | -70.8% | 1.9% | 1.1 | -1.8% | 1.7 | 43 | -0.1% | i | 1.2% | -79.4%
O=C(Cc1cccc(F)c1F)NC1CCCN(Cc2ccc(Cl)cc2)C1 (configuration not stated) | -2.5% | 1.0% | . | . | -0.9 | 60 | -0.4% | . | -7.9%[20 µM] | -34.6%
CCn1cc(C(=O)NCCO)c(=O)c2cc(F)c(N3CCN(C)CC3)cc21 | 6.6% | -1.1% | . | . | 0.0 | 84 | -0.1% | . | 6.1% | -24.0%
CSc1cccc(NC(=O)C2CC(=O)N(Cc3ccccc3)C2)c1 (configuration not stated) | 5.7% | 10.0% | . | . | -0.2 | 60 | -0.1% | . | -9.3% | -5.1%
CN1C(=O)C2(C(C#N)=C(N)N(c3ccc(Cl)cc3)C3=C2C(=O)CC(C)(C)C3)c2ccccc21 (configuration not stated) | 5.6% | 1.6% | 1.1 | -4.0% | 3.6 | 29 | 0.5% | i | 16.5% | -19.8%
CCc1nnc(NC(=O)[C@@H](NC(=O)c2ccc(OC)cc2)C(C)C)s1 | 0.0% | -4.4% | 1.1 | -0.8% | -0.5 | 75 | 0.6% | i | 3.2% | -18.5%
Nc1ncccc1OCc1ccc(Br)cc1 | -39.5% | 1.6% | 1.1 | . | 2.1 | 61 | -0.3% | i | -19.3% | -51.1%
